# N370S GC – inhibits or activates N370S mutant glucocerebrosidase; P04062; N370S GC spleen homogenate, 4MU-glucoside fluorescence; Potency, µM (highest dose often 59.4 µM), inactives show top-dose activity change, negative = inhibition, most hits filed as inhibitors; actives 0.092% (n = 330,000);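 further: 0% = full enzyme activity and -100% = no enzyme basal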
# FEN1 inhibitor – blocks human flap endonuclease 1; P39748; Recombinant FEN1 flap cleavage, fluorescence, 15 min; Potency, µM (doses to about 114 µM), for inactives: at the highest dose activity change, negative = inhibition, most hits filed as inhibitors; actives 0.35% (n = 390,000); AID 588795; further: nearly all actives have a fitted effect of over 65% in size
# Target sequence (P39748 whole entry, looked up): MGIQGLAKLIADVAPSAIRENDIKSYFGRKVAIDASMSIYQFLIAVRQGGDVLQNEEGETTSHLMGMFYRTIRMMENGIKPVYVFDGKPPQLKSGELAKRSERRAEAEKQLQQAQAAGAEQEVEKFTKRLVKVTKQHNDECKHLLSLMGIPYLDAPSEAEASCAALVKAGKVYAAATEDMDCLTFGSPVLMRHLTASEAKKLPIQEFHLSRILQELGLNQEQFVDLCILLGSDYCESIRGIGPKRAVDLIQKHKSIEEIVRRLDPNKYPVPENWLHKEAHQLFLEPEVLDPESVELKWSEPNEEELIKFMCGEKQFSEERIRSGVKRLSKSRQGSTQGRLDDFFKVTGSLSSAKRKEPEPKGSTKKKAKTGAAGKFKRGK
#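 Recombinant FEN1 (10 nM) was preincubated with pin-transferred compounds for 15 min at room temperature, then flap DNA substrate (50 nM final) was added. Plates were read at 0 and 15 min, and normalized concentration–response data were fitted to a four-parameter Hill equation.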
# TDP1 block – blocks human tyrosyl-DNA phosphodiesterase 1; Potency, µM (highest dose often 130 µM), for the others: at the top dose activity change, negative = inhibition, most hits filed as inhibitors; AID 485290; Q9NUW8; actives 0.28% (n = 350,000); recombinant TDP1, AlphaScreen DNA substrate cleavage; further: nearly all actives have a fitted effect of over 40% in size
# Target sequence (Q9NUW8 whole entry, looked up): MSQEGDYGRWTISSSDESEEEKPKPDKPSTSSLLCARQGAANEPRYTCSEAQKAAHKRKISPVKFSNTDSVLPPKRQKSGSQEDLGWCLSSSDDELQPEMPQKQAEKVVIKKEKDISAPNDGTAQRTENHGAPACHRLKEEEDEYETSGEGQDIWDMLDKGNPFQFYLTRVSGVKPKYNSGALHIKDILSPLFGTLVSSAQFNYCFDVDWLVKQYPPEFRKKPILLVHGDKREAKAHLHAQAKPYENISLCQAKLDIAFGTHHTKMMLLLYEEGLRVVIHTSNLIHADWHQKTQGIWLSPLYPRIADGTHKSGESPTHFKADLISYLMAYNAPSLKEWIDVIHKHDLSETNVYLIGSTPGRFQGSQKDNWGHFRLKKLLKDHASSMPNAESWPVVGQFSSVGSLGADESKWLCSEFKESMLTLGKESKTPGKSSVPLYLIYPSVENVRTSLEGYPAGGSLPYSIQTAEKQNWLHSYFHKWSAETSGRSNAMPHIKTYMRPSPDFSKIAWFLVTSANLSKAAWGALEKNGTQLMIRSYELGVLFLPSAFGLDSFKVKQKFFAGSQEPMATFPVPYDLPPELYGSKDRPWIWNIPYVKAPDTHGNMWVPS
#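 E. coli-derived human Tdp1, 1 nM final. Cpd preinc 15 min RT; substrate 15 nM final, 5 min RT; AS bead mix 10 ug/ml final, 10 min RT. Signal loss = tyrosine-FITC cleavage. No-enzyme wells = max signal.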
# Active calls of the source: *; nt = not tested or not shown; & = joins results of further samples; [ ] = another dose, or the depositor's remark. The call rests on the fitted dose curve; in most records, active means well fitted curve in the direction sought with a large enough effect; inconclusive means small, poorly fitted or top-dose-only effect, or another doubt; inactive means no such curve, though single readings can be large; an effect the other way counts as inactive or inconclusive. Unless noted, on the % scale 0 is the no-effect control and ±100 the full control effect; potency means the concentration at half of the fitted maximal effect.
Molecule	N370S GC	FEN1 inhibitor	TDP1 block
O=C(O)c1ccc2c(c1)C(=O)N(c1cc(C(=O)O)ccc1Br)C2=O	8.8%	-1.0%	nt
CCCC(O)(CCN1CCCCC1)c1ccc(OCC)cc1 (configuration not stated)	-5.1%	-2.7%	0.0%
CN1CCc2cc(O)c(O)cc2C1Cc1ccc(O)c(O)c1 (configuration not stated)	-10.1%	nt	4.3%
CC1CC(=O)Nc2ccccc2N1C(=O)Cn1cnc2ccc(Br)cc2c1=O (configuration not stated)	4.0%	-2.3%	-4.8%
CCN(C(=S)Nc1cccnc1)c1cccc2ccccc12	14.6%	-14.7%	2.6%
CC1CCN(S(=O)(=O)c2ccc3[nH]c(=O)ccc3c2)CC1	-7.3%	-2.5%	nt
CC(OC(=O)Cn1[nH]c(=O)c2ccccc2c1=O)C(=O)Nc1ccc(F)cc1 (configuration not stated)	2.2%	3.2%	nt
O=C(CSc1nccn1Cc1ccc(F)cc1)Nc1ccc2c(c1)OCO2	nt	11.2%	8.8%
COc1cccc(-n2c(=O)n(Cc3ccccc3)c(=O)c3[nH]cnc32)c1	-3.0%	-2.0%	1.2%
CCn1c(NCc2ccc(N(C)C)cc2)nc2ccccc21	-3.3%	1.7%	9.3%
CCCn1c(=O)c(C(=O)NNS(=O)(=O)c2ccc(C)cc2)c(O)c2ccccc21	23.0%	-6.3%	11.0%
COc1ccc2cc(C[C@@H]3CC[C@@H](CNC(N)=O)O3)ccc2c1	nt	-2.4%	-0.2%[56.1 µM]
COc1ccc(Cl)cc1NC(=O)CN(C)CC(=O)N(CC(C)C)c1c(N)n(CC(C)C)c(=O)[nH]c1=O	nt	-0.3%	-0.1%
CC(C)[C@H](NC(=O)C1CC(=O)N(c2ccc3c(c2)OCCO3)C1)C(=O)NC1CCCC1 (some centres not stated)	-2.4%	-16.2%	2.0%
CCOC(=O)c1ccc(NC(=S)NCCc2ccccc2F)cc1	-4.4%	12.2%	5.5%

# 6 records picked at random from the list so far:
Molecule	N370S GC	FEN1 inhibitor	TDP1 block
COc1ccc(Cl)cc1NC(=O)CN(C)CC(=O)N(CC(C)C)c1c(N)n(CC(C)C)c(=O)[nH]c1=O	nt	-0.3%	-0.1%
CC1CC(=O)Nc2ccccc2N1C(=O)Cn1cnc2ccc(Br)cc2c1=O (configuration not stated)	4.0%	-2.3%	-4.8%
O=C(O)c1ccc2c(c1)C(=O)N(c1cc(C(=O)O)ccc1Br)C2=O	8.8%	-1.0%	nt
CC(OC(=O)Cn1[nH]c(=O)c2ccccc2c1=O)C(=O)Nc1ccc(F)cc1 (configuration not stated)	2.2%	3.2%	nt
CC1CCN(S(=O)(=O)c2ccc3[nH]c(=O)ccc3c2)CC1	-7.3%	-2.5%	nt
CCCC(O)(CCN1CCCCC1)c1ccc(OCC)cc1 (configuration not stated)	-5.1%	-2.7%	0.0%

# Later entries:
Molecule	N370S GC	FEN1 inhibitor	TDP1 block
OC[C@H]1O[C@@H](OC[C@H]2O[C@@H](O)[C@H](O)[C@@H](O)[C@@H]2O)[C@H](O)[C@@H](O)[C@@H]1O	-5.7%	nt	12.8%[56.1 µM]
CC(/C=N/NC(=S)Nc1cccc(S(=O)(=O)N(C)C)c1)c1ccccc1 (configuration not stated)	7.0%	1.6%	5.6%
O=C(NCCC1=CCCCC1)c1cnccn1	2.9%	0.8%	2.2%
Cc1ccc(NC2CCCN(C(=O)c3ccc(-n4ccnc4)cc3)C2)cc1C (configuration not stated)	-8.6%	-3.3%	8.5%
Cc1cc(NC(=O)CSc2nc3ccsc3c(=O)n2Cc2ccccn2)n[nH]1	10.2%	-1.4%	4.8%
O=C(c1ccccc1)C1CCN(C(=O)C2CCC(=O)N(Cc3ccccc3F)C2)CC1 (configuration not stated)	-5.3%	4.5%	5.5%
NS(=O)(=O)c1ccc2nc(NC(=O)c3ccc(Br)o3)sc2c1	-4.7%	-16.4%	nt
Cc1ccc2c(c1)nnn2C1CCN(S(=O)(=O)c2ccc(C(=O)O)cc2)CC1	-0.3%	4.3%	0.0%
Cn1nc(C(=O)NNc2c(F)c(F)cc(F)c2F)c2ccccc2c1=O	19.1%	-0.6%	1.2%
COC(=O)C1=C(C)N(Cc2ccc(C)cc2)C(=O)C1	-14.0%	12.8%	7.9%
N#C/C(=N\Nc1ccc([N+](=O)[O-])cc1)C(N)=S	-6.3%	-3.5%	11.6%
CCNC(=O)CON=C1c2ccccc2-c2ccccc21	7.6%	-8.4%	4.5%
O=C(C1CC1)N1CCc2cc(S(=O)(=O)NCc3ccccc3)ccc21	-0.9%	-11.9%	1.4%
COc1ccccc1/C=C1\SC(=S)N(CCC(=O)NCCCN2CCOCC2)C1=O	-8.7%	19.7%	-1.2%
O=C(Nc1cccc(C(=O)Nc2ccc(F)cc2F)c1)c1ccccc1	-1.3%	25.2%	nt

# Compound profiles, from the list above. Order of screens: N370S GC | FEN1 inhibitor | TDP1 block
# `CCNC(=O)CON=C1c2ccccc2-c2ccccc21` as listed: 7.6% | -8.4% | 4.5%
# `Cc1cc(NC(=O)CSc2nc3ccsc3c(=O)n2Cc2ccccn2)n[nH]1` as listed: 10.2% | -1.4% | 4.8%

# Additional entries
Molecule	N370S GC	FEN1 inhibitor	TDP1 block
Cc1ccc(O)c(C(=O)c2cnc3c(c2)CN(CCC(C)C)C(=O)N3)c1	2.8%[2.35 µM]	-1.4%	6.1%
CC(C)(CO)NS(=O)(=O)c1ccc2c(c1)oc(=O)c1cc(S(=O)(=O)NC(C)(C)CO)ccc12	-24.5%	2.0%	2.0%
Cc1ccc2c(c1)c(=O)c1ccccc1n2CCCC(=O)Nc1c(F)cccc1F	nt	-20.9%	-9.3%[12.3 µM]
CCOC(=O)c1cnc(SC)nc1N1CCCC1	9.5%	-0.4%	0.0%
Cc1cc(Cl)ccc1N1C(=O)CC(SCCC(=O)O)C1=O (configuration not stated)	1.1%	8.3%	5.5%
COCCCNc1nc(CC(C)C)nc2c1nnn2Cc1ccccc1	-7.5%	-1.5%	nt
Cc1ccc(-n2nc3c(c2NC(=O)c2c(-c4ccccc4Cl)noc2C)CSC3)cc1	11.5%	-19.1%	5.9%
Cc1coc2c(C)c3oc(=O)c4c(c3cc12)CCCC4	-2.8%[2.35 µM]	-10.4%	0.0%
CCOC(=O)C1(Cc2cccc(OC)c2)CCCN(Cc2cnn(C)c2)C1 (configuration not stated)	5.3%	1.2%	6.1%
COc1ccc(NC(=O)c2ccc(-c3ccc([N+](=O)[O-])cc3)o2)cc1	7.7%	-7.2%	-2.5%
COc1cc(OC)cc(C(=O)NN2CCCCC2)c1	-13.6%	-4.1%	2.1%
COc1ccc(C(=O)Nc2cccc(NC(=O)c3ccc(OC)c(OC)c3)n2)cc1OC	-15.9%	-4.9%	nt
CN1C(C(=O)Nc2ccc(OC(F)(F)F)cc2)=CC(c2ccc3c(c2)OCO3)=NS1(=O)=O	-8.9%	7.1%&-15.1%	4.0%&14.3%
COc1ccc2c(CNCc3ccco3)c(C(=O)O)n(Cc3cccc(F)c3)c2c1	nt	3.3%	5.6%
O=C(c1ccc(Cl)s1)N1CCN(c2ccccc2)CC1	7.1%	10.9%	-2.6%

# Next part
Molecule	N370S GC	FEN1 inhibitor	TDP1 block
CC1CC2=C(CC1/C=N/NC(N)=S)C(C)(C)CCC2 (configuration not stated)	-5.5%	-18.0%	2.3%
OCCNc1ncnc2c1nnn2Cc1ccccc1	-11.0%	-1.7%	nt
COCCn1c(C)cc(C(=O)COC(=O)c2[nH]c(C)c(C(C)=O)c2C)c1C	nt	-8.3%	-0.4%
Cc1ccccc1C(=O)N(C)c1ccccc1C(=O)NCc1ccccc1	-13.5%	-0.2%	0.5%
COCCN(C(=O)COC(=O)C1(c2ccccc2)CC1)c1c(N)n(CC(C)C)c(=O)[nH]c1=O	-4.9%	1.2%	nt
COc1ccc(CSc2nc(C)cc(C)c2S(C)(=O)=O)cc1	8.4%	-1.3%	5.9%
CCOc1ccc(N(CC(=O)NCc2ccc(OC)cc2)S(C)(=O)=O)cc1	2.1%	5.1%	nt
Cc1cc(NC(=O)c2cccs2)ncc1NC(=O)C(C)C	0.4%	-3.1%	nt
O=C(/C=C\c1ccco1)NC(=S)Nc1ccccc1O	-3.9%	-2.7%	2.7%
O=C(COC(=O)c1cc([N+](=O)[O-])ccc1N1CCOCC1)Nc1cccc(F)c1	-2.9%	2.1%	4.9%
CCOc1cc(S(=O)(=O)NCC2OCCc3ccccc32)c(OCC)cc1-n1cnnn1 (configuration not stated)	-11.5%	0.4%	5.0%
CC(=O)N(c1ccc2oc(=O)sc2c1)S(=O)(=O)c1cccs1	-1.4%	-3.5%	3.4%
CCOC(=O)C1(CCOC)CCN(Cc2ccc(C(=O)OC)cc2)CC1	9.2%	1.0%	2.8%
Cc1cc(C)c2nc(N3CCCC(C(=O)NCCCN4CCOCC4)C3)sc2c1 (configuration not stated)	-23.6%	0.7%	4.5%
COC(=O)CCc1nc2cc(Cl)ccc2n(Cc2ccccc2)c1=O	16.5%	-18.9%	-2.5%

# An excerpt from above in order of length of the SMILES, rising:
Molecule	N370S GC	FEN1 inhibitor	TDP1 block
O=C(/C=C\c1ccco1)NC(=S)Nc1ccccc1O	-3.9%	-2.7%	2.7%
CCOc1ccc(N(CC(=O)NCc2ccc(OC)cc2)S(C)(=O)=O)cc1	2.1%	5.1%	nt
COCCn1c(C)cc(C(=O)COC(=O)c2[nH]c(C)c(C(C)=O)c2C)c1C	nt	-8.3%	-0.4%

# Other entries.
Molecule	N370S GC	FEN1 inhibitor	TDP1 block
Fc1ccccc1-c1n[nH]c(=S)n1C1CC1	-3.6%	nt	10.5%
Cc1ccc(N(Cc2cc3ccc(C)cc3[nH]c2=O)C(=O)c2cccs2)cc1	12.7%	-4.3%	nt
COc1ccc(N2CC(C(=O)N3CCCC(C)C3)CC2=O)cc1 (configuration not stated)	-3.7%	5.2%	0.9%
O=C(NC1CC1)C1=C[C@@H](C2CC2)C[C@@H](OCc2ccc(CO)cc2)O1	10.8%	6.1%	1.2%
Cc1cccc(C(=O)NC2CCN(S(=O)(=O)c3ccccc3)CC2)c1	-5.5%	-1.7%	-6.0%
CCNC(=S)N1CCn2c(nc3ccccc32)C1	11.3%	6.1%	5.8%
Cc1ccc(C)c(-c2csc(N/N=C/c3ccco3)n2)c1	-3.9%	-9.6%	8.6%
COc1cc2c(C(=O)NCc3ccc(C)o3)cn(CC(C)C)c(=O)c2cc1OC	-3.3%[12.8 µM]	0.1%	2.0%
N#CC1(c2nc3ccccc3[nH]2)CC1c1ccc2c(c1)OCO2 (configuration not stated)	1.5%	-2.7%	1.0%
COc1ccc(S(=O)(=O)N2CCC(C(=O)NCCN3CCOCC3)CC2)cc1	-17.9%	-0.2%	5.7%
Cc1ccc(Nc2nc(-c3ccccc3)cs2)nc1	0.0%	20.6%	nt
Cc1cccc(C)c1OCC(=O)N/N=C/c1cccn1C	14.8%	-16.5%	7.7%
COc1ccccc1C(=O)C1CCCN(C(=O)c2cccnc2SC)C1 (configuration not stated)	-5.7%	1.2%	2.6%
CCC(C)NC(=O)c1cccc(C)c1 (configuration not stated)	5.5%	-5.0%	2.7%
Cc1cccc(C(=O)NCC(=O)OCC(=O)N(C)CC(=O)Nc2ccccc2Cl)c1	nt	-3.9%	-0.3%
COc1ccc(OC)c(S(=O)(=O)N2c3cc(F)ccc3CCC2C)c1 (configuration not stated)	2.1%	-7.7%	-1.0%
COc1cccc(/C=N/N2C(=O)C3C4c5ccccc5C(c5ccccc54)C3C2=O)c1OC (configuration not stated)	3.2%	nt	4.8%

# No enrichment for hits; any-hit rate near 0.57%.
